ABHD5 PLIN5 PPI = ABHD5-PLIN5 protein interaction inhibition; Split G. princeps luciferase complementation, luminescence, 4 h; inhibition, % at 4 µM; AID 602281; 0.78% of 360,000 active;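 active = inhibition above the mean inhibition across every tested compound plus 3 SD, cut at about 22% in these data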;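 also: 0% = DMSO only wells and the 100% control is not disclosed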
Vif inh = HIV Vif inhibition. HEK293T cells, Vif self-association by quenched fluorescence, imaging, 24 h. inhibition, % at 7.49 µM. 0.35% of 340,000 active; in the data active = inhibition above about 50%, passing the limit was not always enough; inconclusive = no clear call, values can overlap the other calls; inactive = below about 31%; also: some results filed as inactive read as strong as hits
Glyco luc inh = N-linked glycosylation inhibition; 0.23% of 360,000 active; D54 ERlucT glycosylation luciferase reporter, 24 h; percent of 100 nM tunicamycin response; AID 588692; reporter increase, % at 12.5 µM;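 active = mean luciferase reporter signal, scaled so untreated is 0 and the glycosylation-blocking control 100, at or above a set limit in every replicate; inconclusive = mean reaches the limit but not every replicate does; inactive = mean below the limit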;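 also: luciferase carries N-glycosylation sites so blocking glycosylation raises the light; 0% = median of neutral control wells and 100% = median of 100 nM tunicamycin wells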
aDG glyco act = increases alpha dystroglycan glycosylation | activation, % at 10 µM | Pro5-aDG cells, alpha-DG glycosylation AlphaScreen (IIH6); 0% Pro5, 100% B10-LARGE cell signal | AID 624168 | 0.22% of 360,000 active;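 active = activation of at least 8% versus controls, or a plate z-score of at least 8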;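 also: Pro5 are CHO cells carrying HIG-tagged alpha-DG that lacks glycosylation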
Exocytosis inh = blocks lytic granule exocytosis. 0.66% of 360,000 active. TALL-104 LAMP-1 surface exposure, flow cytometry; cells stimulated with thapsigargin and PMA. inhibition, % at 10 µM;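 active = inhibition above about 55%, limit read from the data; inconclusive = no clear call, values can overlap the other calls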
MC4R ag barr = human MC4R agonism via beta-arrestin; P32245; U2OS MC4R beta-arrestin complementation, luminescence; percent of melanotan II response, DMSO zero; activation, % at 8.9 µM; 0.98% of 360,000 active; AID 540308;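 active = activation above a per-plate cutoff, the mean activation of sample wells on that plate plus 3 SD, cut at about 8% in these data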
TLR9-MyD88 inh = inhibitors of human TLR9-MyD88 binding; Q9NR96+Q99836; CHO BLA complementation TLR9-MyD88, CCF4 FRET ratio; inhibition, % at 4.98 µM; 0.21% of 340,000 active; AID 504734;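 active = inhibition above the mean over all tested compounds plus 3 SD, cut at about 21% in these data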;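 also: 0% = DMSO only wells and 100% = clavulanate BLA inhibitor control wells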
Target sequence (Q99836 whole entry, looked up): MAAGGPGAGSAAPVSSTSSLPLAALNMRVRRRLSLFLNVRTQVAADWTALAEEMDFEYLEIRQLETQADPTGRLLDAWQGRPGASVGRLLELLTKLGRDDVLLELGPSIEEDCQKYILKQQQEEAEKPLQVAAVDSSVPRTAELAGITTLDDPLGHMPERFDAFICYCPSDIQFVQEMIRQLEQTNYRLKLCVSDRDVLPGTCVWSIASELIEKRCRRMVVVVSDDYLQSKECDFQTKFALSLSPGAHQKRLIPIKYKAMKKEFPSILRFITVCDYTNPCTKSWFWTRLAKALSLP
Target sequence (Q9NR96 whole entry, looked up): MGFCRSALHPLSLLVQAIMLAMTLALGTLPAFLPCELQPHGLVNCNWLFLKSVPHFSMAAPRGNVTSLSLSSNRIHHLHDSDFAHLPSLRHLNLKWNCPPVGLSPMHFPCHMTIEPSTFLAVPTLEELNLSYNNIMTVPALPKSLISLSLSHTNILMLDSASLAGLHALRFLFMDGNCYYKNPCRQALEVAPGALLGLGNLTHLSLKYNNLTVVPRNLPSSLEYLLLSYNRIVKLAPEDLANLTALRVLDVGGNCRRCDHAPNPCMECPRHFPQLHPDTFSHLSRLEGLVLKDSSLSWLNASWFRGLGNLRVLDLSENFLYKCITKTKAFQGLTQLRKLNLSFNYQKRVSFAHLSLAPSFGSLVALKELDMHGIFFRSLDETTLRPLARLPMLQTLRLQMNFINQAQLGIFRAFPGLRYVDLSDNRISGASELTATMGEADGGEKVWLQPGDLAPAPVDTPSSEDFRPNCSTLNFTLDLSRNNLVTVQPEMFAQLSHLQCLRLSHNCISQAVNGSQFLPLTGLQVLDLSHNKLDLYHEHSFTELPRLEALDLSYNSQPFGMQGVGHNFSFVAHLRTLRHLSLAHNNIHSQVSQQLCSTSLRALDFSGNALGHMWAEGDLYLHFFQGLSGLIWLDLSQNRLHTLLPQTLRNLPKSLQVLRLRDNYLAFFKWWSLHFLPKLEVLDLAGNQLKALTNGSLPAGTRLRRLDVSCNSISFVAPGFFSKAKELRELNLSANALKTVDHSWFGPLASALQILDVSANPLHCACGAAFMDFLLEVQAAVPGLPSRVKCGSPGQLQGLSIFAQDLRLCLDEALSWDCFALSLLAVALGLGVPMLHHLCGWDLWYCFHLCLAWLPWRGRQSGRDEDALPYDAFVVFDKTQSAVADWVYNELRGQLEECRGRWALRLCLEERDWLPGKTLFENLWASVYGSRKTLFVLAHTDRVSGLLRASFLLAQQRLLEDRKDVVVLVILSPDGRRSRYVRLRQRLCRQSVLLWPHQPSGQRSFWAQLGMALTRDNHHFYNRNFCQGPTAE
MC4R antag cAMP = human MC4R antagonism in cAMP assay. P32245. MC4R-expressing cells, MTII-stimulated cAMP, LANCE TR-FRET. inhibition, % at 6.5 µM. 0.48% of 360,000 active;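 active = inhibition above its plate's cutoff, the mean of tested wells on that plate plus 3 SD, cut at about 29% in these data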;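 also: 0% = Melanotan II alone and 100% = Melanotan II plus saturating MCL0020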
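Material: human MC4R-expressing U2OS cells. Probe or stimulus: Melanotan II challenge. Dosing: 6.5 µM single dose. Times: 30-min compound, 1-h challenge, 1-h detection, room temperature. Technique: TR-FRET with Eu-cAMP and labeled anti-cAMP, 671 nm. Replication: singlicate.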
NOD2 RIPK2 PPI = NOD2-RIPK2 protein interaction inhibition; O43353; CHO BLA complementation NOD2-RIPK2, CCF4 ratio; inhibition, % at 4.98 µM; 0.38% of 360,000 active; AID 624267; in the data active = inhibition above about 21%;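 also: 0% = vehicle only and 100% = reference blocker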
ABCB6 inh 2 = blocks the human ABCB6 transporter; AID 602162; Q9NP58; K562-ABCB6 porphyrin accumulation, flow cytometry, 1 h; stronger effect = lower value; 0.19% of 360,000 active; fluorescence ratio to DMSO, % at 10 µM;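 active = fluorescence ratio to DMSO below 75%, the collection mean minus 3 SD; inconclusive = too few cells collected in the well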;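 also: signal is porphyrin accumulated inside mitochondria; 100% equals median channel fluorescence of DMSO control wells; lower ratio means ABCB6 inhibition with less porphyrin fluorescence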
Active calls of the source: *; ? = inconclusive; nt = no result given.

SMILES	ABHD5 PLIN5 PPI	Vif inh	Glyco luc inh	aDG glyco act	Exocytosis inh	MC4R ag barr	TLR9-MyD88 inh	MC4R antag cAMP	NOD2 RIPK2 PPI	ABCB6 inh 2
O=C(NCCN1CCOCC1)C1(C(F)(F)F)C/C(=C\Cc2ccccc2)CCCO1 (configuration not stated)	11	-13	-3	0.0	19	3.5	-2	3	-1	99
CC(C)CCN1CC(=O)N2Cc3[nH]c4ccccc4c3C[C@H]2C1=O	-8	0	1	0.1	-7	1.6	-4	5	11	97
Clc1ccc(/C=C/c2ncc3ccccn23)cc1	5	0	-5	0.7	-2	-0.8	5	1	0	112
COc1ccc(C2CC(=O)C3=C(C2)NC(C)=C(C#N)C3c2ccc(N(C)C)cc2)cc1 (configuration not stated)	4	13	-13	-0.4	2	0.9	2	10	4	109
CCN(CC(=O)Nc1ccc2c(c1)OCCO2)C(=O)c1ccccc1Br	10	0	-1	0.4	-2	-4.0	-5	12	-8	100
CC(=O)c1ccc(NC(=O)c2ccc(-n3cncn3)c([N+](=O)[O-])c2)cc1	-2	-2	0	0.5	4	-1.7	-6	-1	0	105
CCN(CC)CC#CCOC(=O)C(O)(c1ccccc1)C1CCCCC1 (configuration not stated)	0	-4	-5	0.1	-4	2.0	-5	0	7	102
CC1CCCN(C(=O)COC(=O)c2ccc(=O)n(Cc3ccccc3)n2)C1 (configuration not stated)	-7	-7	0	-0.2	-4	-0.1	2	6	-1	96
CCC(Sc1nccn1C)C(=O)Nc1ccc(Cl)cn1 (configuration not stated)	-4	6	-1	-0.3	9	-1.5	-4	3	-4	101
COCCCNC(=O)c1ccc2sc(C3=C[C@@H](O)[C@@H](O)[C@@H](CO)O3)nc2c1	-2	nt	0	0.2	-10	-0.1	nt	0	-7	101
O=C(CS(=O)(=O)c1ccc(Br)cc1)N1CCOCC1	1	3	1	-0.1	-1	-2.6	14	5	0	101
CCOC(=O)c1ccc(Oc2coc3cc(O)ccc3c2=O)cc1	-1	4	0	0.0	19	-1.1	-16	7	9	95
CC(=O)CSc1ccc(C(=O)O)cn1	0	1	3	-0.1	1	-1.0	5	9	-3	99
CCOCCCn1c(SCc2ccccc2)nnc1-c1ccncc1	1	-10	-2	0.0	-2	-0.8	-1	-1	-12	93
c1ccc(C[n+]2c(-c3ccccc3)csc2Nc2ccccc2)cc1	-3	-1	0	-0.2	-4	-3.9	-1	15	-5	97
CCCCN(C(=O)CNC(=O)c1cccs1)C(C(=O)NC1CCCCC1)c1cccnc1 (configuration not stated)	3	-1	1	0.1	1	-2.7	6	9	3	95
CC(=O)Nc1ccc(OCC(O)Cn2nc(C)nc2C)cc1 (configuration not stated)	0	6	2	-0.1	1	-0.1	5	17	-14	106
CCCCC[C@@H]1C=C(C(=O)O)[C@H](c2ccc(OC)c(OC)c2)N1S(=O)(=O)c1ccc(C)cc1	-4	nt	2	0.1	-2	-0.6	-1	7	-1	99
CCCS(=O)(=O)N1CCC(C(=O)NCCCOCC)CC1	9	nt	0	1.7	2	0.4	-6	-4	0	95
CN(C)S(=O)(=O)c1cccc(COC(=O)CCNC(=O)c2ccc([N+](=O)[O-])cc2)c1	-1	11	0	-0.2	-1	2.6	-5	21	6	97
O=C1CCCc2c1[nH]c1ccccc21	2	-3	2	-0.1	1	-2.0	-14	-1	-1	93
Cc1cc(=O)n2[nH]c(Nc3cccc(Cl)c3)nc2n1	2	0	-2	0.0	-6	-0.6	-1	17	-7	95
CCOc1ccccc1C(c1c(O)nc(SC)[nH]c1=O)c1c(O)nc(SC)[nH]c1=O	6	2	1	-0.2	0	-1.2	nt	17	-4	95
CCOC(=O)N1CCC2CC1c1cc(-c3cccc(OC)c3)ccc12 (configuration not stated)	-2	5	2	-0.2	10	0.1	1	-2	15	99
Cc1ccc(-n2c(C)nc3c(cnn3-c3ccc(F)cc3)c2=O)cc1C	-4	-11	1	1.0	1	-0.6	9	4	1	91
CCOc1ccc(NC(=O)N2CC(C)OC(C)C2)cc1 (configuration not stated)	-16	16	2	-0.1	-6	-2.0	-3	12	0	102
O=C(Oc1ccc2ccc(=O)oc2c1)c1ccco1	-8	15	-1	0.0	0	-3.0	-4	-1	-9	96
Cc1ccc2cc3cc(C(=O)NCCC(C)C)oc3nc2c1	-2	2	2	2.2	-1	-1.0	-10	0	-9	89
CCOC(=O)N1CC=C2C(C#N)=C(N)C(C#N)(C#N)[C@H](c3ccc(OCC)c(OCC)c3)[C@H]2C1	2	13	1	0.1	4	-1.8	0	6	-4	100
O=C(c1ccc(Cl)cc1)N1CCCC(c2ccccc2)=N1	1	-4	-2	-0.1	5	1.1	-6	5	-4	97
COC(=O)c1c(C)oc(C)c1S(=O)(=O)N1CCOCC1	0	6	0	-0.2	-4	-0.7	-9	3	15	96
O=C1c2cc([N+](=O)[O-])ccc2-c2cc(Cl)c(NC(=O)C(F)(F)F)cc21	-2	1	3	-0.2	1	-0.8	11	-3	3	102
COC(=O)c1ccccc1NC(=O)CSc1nccn1C	-3	8	1	0.1	0	-0.4	-3	4	3	94
Cn1nc(C(F)(F)F)c2cc(C(=O)Nc3ccc(F)cc3F)sc21	-8	0	-6	0.1	0	-0.3	12	-1	-7	101
COc1ccc(OCCOC(=O)c2cc(S(=O)(=O)N3CCOCC3)c(Cl)cc2Cl)cc1	-8	2	1	0.0	2	-2.4	0	17	-10	97
Cc1cc(C)n(S(=O)(=O)c2ccc(C(C)(C)C)cc2)n1	4	5	0	-0.2	-1	-1.6	-1	6	-4	103
CCN(CC)S(=O)(=O)c1ccc(O)c(C(=O)OCC(=O)N2CCCc3ccccc32)c1	-8	nt	0	0.0	-14	-0.6	3	6	1	?
CSc1ccc(CNC(=O)C2(C)CCCN(C(C)=O)C2)cc1 (configuration not stated)	-1	0	3	-0.1	1	-0.6	nt	6	6	99
COCCCN1C2=C(C(=O)CC(C)(C)C2)C(c2ccc(O)c(OC)c2)C2=C1CC(C)(C)CC2=O	2	-3	-1	0.0	6	-0.5	-12	-2	5	96
O=C(NCC1COCCO1)c1cc(COc2ccc(F)cc2F)on1 (configuration not stated)	7	nt	0	0.0	0	1.9	-1	4	-15	102
Cc1ccccc1OCC(=O)Nc1ccc2c(c1)C(=O)N(CCC(=O)O)C2=O	10	-3	-1	3.3	0	-1.5	-9	6	-9	96
CCCCN(C(=O)c1c(C)[nH]c(C(=O)OCC)c1C)c1ccccc1	-2	nt	1	0.1	1	1.7	-8	1	3	90
CCCNc1c(NC(=O)c2cccs2)c(=O)oc2ccccc12	5	-2	0	-0.1	-3	-0.4	-12	2	-2	99
O=c1[nH]c(SCCOc2cccc3ccccc23)nc2ccccc12	-4	-6	-9	0.2	-4	10*	-4	26	4	100
CN(C)c1ccc(C2C3C(=O)NC(=O)C3ON2c2ccc(Cl)cc2)cc1 (configuration not stated)	-2	6	2	0.0	-2	2.7	7	19	3	102
CCc1ccc(OCC(=O)Nc2ccc3c(c2)COC3=O)cc1	1	4	-1	0.3	1	0.3	5	3	9	124
Cc1ccc(/C=N/NC(=O)NN(C)c2ncc(C(F)(F)F)cc2Cl)cc1	-4	17	0	0.8	-6	7.9	12	-4	2	93
CC(C)NC(=O)N(C)C[C@H]1Oc2c(NC(=O)Nc3ccccc3)cccc2C(=O)N([C@H](C)CO)C[C@@H]1C	3	-1	3	-0.2	-5	-1.0	-5	1	-9	97
O=C(CSc1nc(N2CCOCC2)nc(N2CCOCC2)n1)Nc1ccc(Cl)cc1Cl	-6	13	-6	-0.1	-2	-3.1	-6	5	-6	95
CC1CC(C)CN(CCCNC(=O)Cc2c(C(=O)O)n(C)c3ccccc23)C1 (configuration not stated)	0	-6	1	0.0	-2	-1.4	-5	6	-2	96
Cc1ccc(NC(=O)C2C(c3ccccc3)C2(Cl)Cl)c(C)c1 (configuration not stated)	-9	-6	3	0.3	-2	1.5	8	11	-6	92
C=CCN(c1ccccc1OC)S(=O)(=O)c1cccc(C(=O)Nc2nnc(C3CC3)s2)c1	-12	-11	-1	0.0	-7	1.1	0	6	-3	97
CC1CCN(CCCNC(=O)C2CC(=O)N(CCc3ccccc3)C2)CC1 (configuration not stated)	4	5	0	-0.3	1	-2.2	4	4	-6	102
Cc1c(Cl)cnc(NC(=O)CSc2nncs2)c1Cl	-1	4	-2	-0.1	-9	-3.0	2	-1	1	96
Nc1ncnc(N)c1NC(=O)c1cc(Cl)c(OCc2ccccc2)c(Cl)c1	-2	4	2	0.2	-1	-0.8	2	-3	-10	99
CSc1sc(C(=O)N(C)C)c2c1S(=O)(=O)N(C)c1ccccc1-2	0	-12	-1	0.1	0	-0.4	-1	14	-3	93
CC(CN1CCCCC1)OC(=O)c1cccc(F)c1 (configuration not stated)	6	0	1	0.0	-1	-2.5	-3	-2	-2	97
O=C1NCC(COc2ccc([N+](=O)[O-])cc2)O1 (configuration not stated)	3	-18	1	-0.1	-4	-0.8	1	5	1	94
N#C/C(=C(/O)CN1CCN(c2ccccc2F)CC1)c1nc(-c2ccccc2)cs1	-6	-7	1	-0.4	-2	1.9	-8	7	-2	99
CCNc1nc(NCC)nc(SCC(C)=O)n1	4	20	-2	-0.1	0	-1.8	-9	17	3	94

Continuation:
SMILES	ABHD5 PLIN5 PPI	Vif inh	Glyco luc inh	aDG glyco act	Exocytosis inh	MC4R ag barr	TLR9-MyD88 inh	MC4R antag cAMP	NOD2 RIPK2 PPI	ABCB6 inh 2
CC1(C)Cc2c(sc(NC(=O)c3ccc(C(=O)c4ccccc4)cc3)c2C(N)=O)C(C)(C)N1	16	6	-5	0.1	16	1.9	4	14	4	99
Cc1cccc(C)c1NC(=O)C1(N(Cc2ccco2)C(=O)CC2NC(=O)NC2=O)CCCCC1 (configuration not stated)	-4	24	0	0.3	-5	-2.6	-2	1	1	84
O=C(NC1CCCC1)c1ccc(Br)s1	0	-3	-4	0.1	-1	-1.5	7	-1	3	103
CCc1ccc(OCCCC(=O)Nc2ccc(N3CCCCC3)cc2)cc1	6	3	0	-0.4	2	-0.3	-1	12	-9	87
CCn1cc([N+](=O)[O-])c(C(=O)N2N=C(c3ccc(Cl)c(Cl)c3)CC2c2ccccc2O)n1 (configuration not stated)	3	6	3	1.0	4	6.2	3	11	1	101
Cc1cccc(CS(=O)(=O)Cc2ccc(C(=O)NCc3ccccc3)o2)c1	-8	-2	-1	0.3	-1	-4.0	-4	3	-6	103

Some of the compounds tested; count on the stated rates, not on these rows.
